# TSHR antagonist – antagonists of human thyroid stimulating hormone receptor | TSHR-expressing cells, TSH-stimulated cAMP HTRF, 2 h; active compounds read low | activity change, negative = inhibition, % at 11.5 µM | actives 0.2% (n = 330,000) | AID 504810;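 active = activity change below a set negative limit, meaning inhibition stronger than a set level, cut at about -70% in these data; inconclusive = activity change between two set negative limits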; also: % is scaled to controls: 0 for no effect and ±100 for the full control effect
#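 Read-out is FRET at 665 nm (cryptate excitation 337 nm) from a cryptate-tagged anti-cAMP antibody, competed by cell cAMP against cAMP-d2. Compounds are tested on freshly harvested TSHR cells challenged with 4nM TSH (EC80) for 2 hours at 37 deg C.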
# Integrin act MD – integrin-mediated muscular dystrophy alleviation activation. AID 624291. actives 0.064% (n = 350,000). Potency, µM (series often up to 38.3 µM), for the others: top-dose activation, actives largely listed as activators. alpha7betagal myoblasts, beta-gal FDG fluorescence, 48 h;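 also: potency is read from the fitted curve at half-maximal effect; 100% = response of the positive control SU9516; nearly all actives have a fitted effect of over 60% in size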
#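 alpha7betagal+/- myoblasts (passage 13, 250/well) treated 48 h at 37C with compounds at 1:260 dilution of DMSO stock. Lysed, then beta-galactosidase activity read as FDG fluorescence (ex 480/em 540) after 30 min, with pre-read for autofluorescence.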
# MBNL1-CUG inh – inhibitors of human MBNL1 binding to CUG repeat RNA | actives 0.036% (n = 280,000) | Potency, µM (highest dose often 57.5 µM), inactives show top-dose activity change, negative = inhibition, usual class: inhibitors | AID 2675 | TR-FRET MBNL1-His/biotin-(CUG)12 binding, 665/545 ratio; active = well fitted inhibition curve with a large enough effect in the signal ratio, with a control signal flat, not every such curve was filed as active; inconclusive = small, poorly fitted or top-dose-only effect, or effect the other way, or a change in a side signal; inactive = no such curve, though single readings can be large or run the other way; the % refers to the signal ratio; also: potency is read from the fitted curve at half-maximal effect; % is scaled to controls: 0 for no effect and ±100 for the full control effect
#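 TR-FRET between His-tagged MBNL1 and biotin-(CUG)12 RNA, detected with Tb anti-His antibody (0.055 ng/ul) and streptavidin-XL665 (5 nM), 60 min at room temperature. Compounds titrated 92 nM to 58 uM; 665/545 nm ratio normalized to buffer and complex controls.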
# TCR activator – activates T cell receptor signaling; 330,000 tested, under 10 active; primary human leukocytes, anti-CD3, IL-2 HTRF, 48 h; Potency, µM (titrated, usually from 9.22 µM), inactives show at the top dose activation of IL-2 secretion, actives largely listed as activators; also: % of control where 0% means no effect
#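 IL-2 produced over 48 hr by a-CD3 bead-stimulated primary human leukocytes exposed to compounds was detected with a homogeneous time-resolved FRET immunoassay, 665nm acceptor signal after 320nm excitation.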
# TSG101-PTAP inh – blocks PTAP/TSG101 interaction to inhibit HIV-1 budding. Q99816. Fluorescence polarization, FITC-PTAP peptide / Tsg101 binding. Potency, µM (titrated, usually from 115 µM), for inactives: at the highest dose activity change, negative = inhibition, most hits filed as inhibitors. 340,000 tested, under 10 active; active = well fitted inhibition curve with a large enough effect in the main read-out, with a control signal flat, not every such curve was filed as active; inconclusive = small, poorly fitted or top-dose-only effect, or effect the other way, or a change in a side signal; inactive = no such curve, though single readings can be large or run the other way; also: potency is read from the fitted curve at half-maximal effect; % of control where 0% means no effect
# Target sequence (Q99816 whole entry, looked up): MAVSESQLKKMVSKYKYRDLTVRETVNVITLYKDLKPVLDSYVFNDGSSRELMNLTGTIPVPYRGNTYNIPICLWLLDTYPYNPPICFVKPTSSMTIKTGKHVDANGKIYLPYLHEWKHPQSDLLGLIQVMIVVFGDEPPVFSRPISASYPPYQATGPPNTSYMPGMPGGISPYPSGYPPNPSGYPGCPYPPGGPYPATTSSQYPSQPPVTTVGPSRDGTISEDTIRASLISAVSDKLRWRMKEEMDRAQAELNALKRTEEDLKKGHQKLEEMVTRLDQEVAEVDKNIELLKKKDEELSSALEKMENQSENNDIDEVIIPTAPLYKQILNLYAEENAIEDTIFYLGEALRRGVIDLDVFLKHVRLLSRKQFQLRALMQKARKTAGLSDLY
#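 Steps: Tsg101 binding domain dispensed (10 uM final), compounds pinned in DMSO, FITC-labeled PTAP-motif peptide added (50 nM final); after 20 min binding at room temperature, polarization measured.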
# AT treatment – potential ataxia-telangiectasia treatment; […] A-T fibroblasts, KAP-1 phosphorylation AlphaLISA; neocarzinostatin DNA damage 30 min before lysis; Potency, µM (highest dose often 57.5 µM), for the others: top-dose activation, usual class: activators; actives 0.19% (n = 320,000); AID 485349; also: potency is read from the fitted curve at half-maximal effect; % of control where 0% means no effect; nearly all actives have a fitted effect of over 45% in size
#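 hTERT-immortalized A-T patient fibroblasts ([…]), 500 cells/well in OPTI-MEM, 1% FBS, got compounds for 60 min, then NCS for 30 min at 37C. Lysates were then assayed for phospho-KAP-1 by AlphaLISA (anti-pKAP1 donor, anti-KAP1 acceptor beads), 6 hr at 25C.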
# CXXC DNA block – MLL CXXC-DNA interaction inhibition; Q03164; MLL-CXXC / FITC-HOXA9 DNA fluorescence polarization; Potency, µM (series often up to 115 µM), inactives show top-dose activity change, negative = inhibition, most hits filed as inhibitors; actives 0.037% (n = 290,000); AID 2662; active = well fitted inhibition curve with a large enough effect in the polarisation, with a control signal flat, not every such curve was filed as active; inconclusive = small, poorly fitted or top-dose-only effect, or effect the other way, or a change in a side signal; inactive = no such curve, though single readings can be large or run the other way; the % refers to the polarisation; also: potency is read from the fitted curve at half-maximal effect
#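 Steps: dispense CXXC domain solution (7 uM) → pin compounds or unlabeled HOX-A9 DNA control → 5 min ambient → add FLSN-HOX-A9 solution (50 nM) → spin → 30 min ambient → fluorescence polarization. Tris pH 7.5/NaCl/DTT/BSA buffer.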
# Mito fusion yeast – inhibitors of mitochondrial division or activators of mitochondrial fusion | Potency, µM (doses to about 46.1 µM), inactives show at the top dose growth rescue (activation), most hits filed as activators | actives 0.23% (n = 320,000) | S. cerevisiae fusion-defective mutant growth rescue, CellTiterGlo 48 h;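 also: potency is read from the fitted curve at half-maximal effect; % of control where 0% means no effect; nearly all actives have a fitted effect of over 45% in size; temperature-sensitive fusion mutants such as fzo1-1 at 37 °C on non-fermentable ethanol glycerol medium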
#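 Yeast fusion mutant, YPEG (non-fermentable carbon), compound, 48 h at 37C non-permissive; CellTiterGlo added, 10 min RT, luminescence read. Rescued growth = division inhibition.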
# S-ASM inh – inhibitors of human secretory acid sphingomyelinase; placental ASM, HMU-PC fluorogenic substrate, 60 min; Potency, µM (series often up to 57.5 µM), for inactives: at the highest dose activity change, negative = inhibition, most hits filed as inhibitors; P17405; actives 0.006% (n = 340,000); also: potency is read from the fitted curve at half-maximal effect
#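 Fluorogenic HMU-PC substrate (9 uM final) is turned over by placental ASM in 60 min at 37 C after a 10 min compound preincubation. Reaction ended by alkaline stop (pH 10), with fluorescence read at 386/447 nm.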
# Menin MLL FP TR – menin-MLL binding inhibition, Texas Red mutant peptide | O00255 | Menin + Texas Red MLL mutant peptide, fluorescence polarization | Potency, µM (series often up to 61.6 µM), inactives show at the top dose FP activity change, negative = inhibition, usual class: inhibitors | actives 0.23% (n = 270,000) | AID 1768; active = well fitted inhibition curve with a large enough effect in the polarisation, with a control signal flat, not every such curve was filed as active; inconclusive = small, poorly fitted or top-dose-only effect, or effect the other way, or a change in a side signal; inactive = no such curve, though single readings can be large or run the other way; the % refers to the polarisation; also: potency is read from the fitted curve at half-maximal effect; % of control where 0% means no effect; many of its hits are not listed in these tables
# Target sequence (O00255 whole entry, looked up): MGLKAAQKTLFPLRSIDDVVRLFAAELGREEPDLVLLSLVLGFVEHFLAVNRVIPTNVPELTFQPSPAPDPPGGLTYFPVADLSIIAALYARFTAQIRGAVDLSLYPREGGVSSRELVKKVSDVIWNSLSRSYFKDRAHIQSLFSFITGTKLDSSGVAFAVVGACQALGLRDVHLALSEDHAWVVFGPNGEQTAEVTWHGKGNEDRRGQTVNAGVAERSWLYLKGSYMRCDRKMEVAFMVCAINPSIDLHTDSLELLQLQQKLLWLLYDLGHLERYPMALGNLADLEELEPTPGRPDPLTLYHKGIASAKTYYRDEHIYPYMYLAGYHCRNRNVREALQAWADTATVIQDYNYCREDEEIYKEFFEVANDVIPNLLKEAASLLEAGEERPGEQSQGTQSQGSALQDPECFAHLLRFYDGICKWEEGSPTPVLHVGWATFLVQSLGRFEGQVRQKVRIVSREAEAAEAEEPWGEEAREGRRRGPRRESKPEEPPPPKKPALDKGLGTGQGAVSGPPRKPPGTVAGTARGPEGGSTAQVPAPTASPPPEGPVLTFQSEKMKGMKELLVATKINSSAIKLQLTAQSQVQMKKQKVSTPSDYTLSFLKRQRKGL
# The depositor's hits bear a star; i = inactive; ? = inconclusive; . = not tested or not shown; [ ] = another dose, or the depositor's remark. Unless noted, calls follow the shape of the dose curve; as a rule, active = well fitted curve in the direction sought with a large enough effect; inconclusive = small, poorly fitted or top-dose-only effect, or another doubt; inactive = no such curve, though single readings can be large; an effect the other way counts as inactive or inconclusive.
1. Cc1ccccc1C(=O)Nc1cccc(NC(=O)c2cccnc2)c1
2. CCCC(C(=O)NC1CCCC1)N(CCN(CC)CC)C(=O)c1snc(C(N)=O)c1N (stereo not drawn)
3. CN(c1ccc(C(=O)Nc2ccccc2C(=O)N2CCOCC2)cc1)S(C)(=O)=O
4. C/C(CC(=O)N1CCCC1)=N\NC(=O)c1cc2ccccc2cc1O
5. CC(OC(=O)CNC(=O)c1sc2ccccc2c1Cl)C(=O)NC1(C#N)CCCCC1 (stereo not drawn)
6. CC(C)OC(=O)CSc1nc(-c2ccc(F)cc2)nc2ccc(F)cc12
7. C/C(CCN1CCCCc2nc(C)c(C)cc21)=N\O[C@H](C)c1cn([C@H](CO)Cc2ccccc2)nn1
8. O=C(O)C(C1CCCCC1)C1(O)CCCC1 (stereo not drawn)
entry no.	1	2	3	4	5	6	7	8
TSHR antagonist	-13	-14	-5	-18	8	10	-3	.
Integrin act MD	-22%	21%	31%	20%	-6%	10%	.	22%
MBNL1-CUG inh	1%	9%	-5%	2%	.	1%	-23%	.
TCR activator	3%	-5%	1%[46.1 µM]	13%	6%	1%	.	4%
TSG101-PTAP inh	0%	0%	-1%	-2%	-4%	-2%	.	1%
AT treatment	-1%	1%	.	5%	-1%	1%	-7%	.
CXXC DNA block	4%	1%	5%	-1%	.	-2%	2%	.
Mito fusion yeast	-18%	-1%	-1%	-2%	0%	-3%	0%	.
S-ASM inh	1%	57%[activator]	2%	0%	-2%	0%	.	6%
Menin MLL FP TR	-3%	4%	25%	.	.	.	2%	.

9. O=C(Nc1ccc(S(=O)(=O)Nc2ncccn2)cc1)c1ccccc1NS(=O)(=O)c1ccc(Cl)cc1
10. Cc1ccc(S(=O)(=O)N2CCOC2CNC(=O)C(=O)NCC(C)C)cc1 (stereo not drawn)
11. O=S(=O)(c1ccc(NC(=S)NN=Cc2ccccc2O)cc1)N1CCCCC1
12. Cc1ccc(S(=O)(=O)c2ccc(-n3nc(C)cc3N)cc2)cc1
13. O=C(Nc1c2c(nc3c1CCC3)CCCC2)c1ccccn1
14. COc1ccc(Cn2nnnc2C(C(C)C)N2CCN(c3ccccc3OC)CC2)cc1 (stereo not drawn)
15. Cc1nc2c(C)cccn2c1C(=O)N/N=C/c1ccccc1[N+](=O)[O-]
16. Cc1ccc(C(=O)NCc2ccc3c(c2)OCO3)c(C)c1
entry no.	9	10	11	12	13	14	15	16
TSHR antagonist	-14	-10	.	0	-6	-86*	-7	-1
Integrin act MD	?	26%	10%	16%	21%	2%	8%	-24%
MBNL1-CUG inh	8%	1%	.	-4%	0%	2%	.	-2%
TCR activator	3%	-2%	-4%	2%	-3%[46.1 µM]	10%	-3%	4%
TSG101-PTAP inh	-9%	1%	1%	-4%	1%	1%	-8%	-2%
AT treatment	3%	7%	.	2%	1%	-2%	3%	4%
CXXC DNA block	0%	5%	.	13%	13%	4%	-9%	4%
Mito fusion yeast	-7%	2%	.	4%	-1%	18%	0%	0%
S-ASM inh	7%	0%	-7%	-1%	1%	-8%	0%	-3%
Menin MLL FP TR	.	.	.	-1%	-2%	-14%	.	-1%

# Part of the list above, as labelled records:
8. O=C(O)C(C1CCCCC1)C1(O)CCCC1 (stereo not drawn)
  TSHR antagonist: .
  Integrin act MD: 22%
  MBNL1-CUG inh: .
  TCR activator: 4%
  TSG101-PTAP inh: 1%
  AT treatment: .
  CXXC DNA block: .
  Mito fusion yeast: .
  S-ASM inh: 6%
  Menin MLL FP TR: .
11. O=S(=O)(c1ccc(NC(=S)NN=Cc2ccccc2O)cc1)N1CCCCC1
  TSHR antagonist: .
  Integrin act MD: 10%
  MBNL1-CUG inh: .
  TCR activator: -4%
  TSG101-PTAP inh: 1%
  AT treatment: .
  CXXC DNA block: .
  Mito fusion yeast: .
  S-ASM inh: -7%
  Menin MLL FP TR: .

# Later entries
17. CCOC(=O)c1cccc(NC(=O)CC2Oc3ccccc3NC2=O)c1 (stereo not drawn)
18. COc1ccc(S(=O)(=O)N2CCCCCC2)cc1C(=O)OCc1cccc(OC)c1OC
19. COc1ccc(-c2nnc(SCC(=O)N3CCOCC3)o2)cc1
20. COc1ccc(OC)c(S(=O)(=O)n2nnc3ccccc32)c1
21. C/C(=N\Nc1ccc(C(=O)O)cc1)c1nc2ccccc2n1C
22. CCc1cccc2c(-c3csc(=NC)n3C)c[nH]c12
23. COc1ccc(N(C(=O)CNC(=O)c2ccco2)C(C(=O)NC2CCCC2)c2ccco2)cc1 (stereo not drawn)
24. CCNc1nc(NCC)n2c(SCC(=O)Nc3cc(OC)ccc3OC)nnc2n1
entry no.	17	18	19	20	21	22	23	24
TSHR antagonist	-3	-21	-8	-10	-16	-4	7	1
Integrin act MD	16%	-21%	-6%	25%	.	-35%	?	26%
MBNL1-CUG inh	4%	.	-2%	-4%	?	2%	-9%	.
TCR activator	1%	-3%	4%	-8%	-4%[46.1 µM]	6%	-15%	-4%
TSG101-PTAP inh	0%	-4%	-4%	-4%	.	-8%	-6%	1%
AT treatment	-1%	-5%	9%	-6%	0%	-2%	0%	-1%
CXXC DNA block	-2%	.	0%	-1%	-2%	-2%	6%	.
Mito fusion yeast	-8%	13%	-2%	-3%	-13%	-8%	0%	0%
S-ASM inh	-2%	-1%	-1%	-1%	.	0%	1%	4%
Menin MLL FP TR	23%	.	11%	1%	20%	-5%	-19%	.

# The final two entries of the part before are carried over, then new ones follow.
23. COc1ccc(N(C(=O)CNC(=O)c2ccco2)C(C(=O)NC2CCCC2)c2ccco2)cc1 (stereo not drawn)
24. CCNc1nc(NCC)n2c(SCC(=O)Nc3cc(OC)ccc3OC)nnc2n1
25. COc1ccc(C(=S)N2CCN(C)CC2)cc1
26. O=C1NN(c2cccc(Br)c2)C(=O)/C1=C/c1cccs1
27. O=C(c1ccco1)N(Cc1ccc(Cl)cc1)C1CCS(=O)(=O)C1 (stereo not drawn)
28. CCc1ccccc1NC(=O)C1CCN(S(C)(=O)=O)CC1
29. N/C(=N\OC(=O)CCCOc1ccccc1)c1cccc([N+](=O)[O-])c1
30. CCNC(=O)c1c(C)nc2ccccn12
31. CCN(CC(=O)Nc1ccc(NC(C)=O)cc1)C(=O)c1ccc(S(=O)(=O)N2CCCC2)cc1
32. COc1ccc(N2CCN(C(=O)c3cc(C)oc3C)CC2)cc1
entry no.	23	24	25	26	27	28	29	30	31	32
TSHR antagonist	7	1	10	5	16	.	-8	3	.	-20
Integrin act MD	?	26%	-8%	-21%	0%	-7%	-16%	-9%	8%	?
MBNL1-CUG inh	-9%	.	1%	-3%	2%	.	?	-8%	.	-1%
TCR activator	-15%	-4%	0%	2%	-1%	7%	1%	-9%	-13%	-1%
TSG101-PTAP inh	-6%	1%	-5%	1%	-5%	0%	-2%	-3%	0%	66%[activator]
AT treatment	0%	-1%	-2%	34%	12%	.	5%	-4%	.	-10%
CXXC DNA block	6%	.	-9%	16%	8%	.	27%	-3%	.	6%
Mito fusion yeast	0%	0%	0%	3%	1%	.	-5%	0%	.	-3%
S-ASM inh	1%	4%	-1%	-5%	-3%	-3%	-3%	-1%	1%	-1%
Menin MLL FP TR	-19%	.	-2%	.	.	.	1%	4%	.	.

33. CCCn1c(=O)c2ccccc2n2c(SCc3nnc(-c4ccccc4Br)o3)nnc12
34. COC(=O)/C=C1\S/C(=N\N=C\CC(=O)OC)NC1=O
35. Cc1cc(C)cc(OCC(=O)N/N=C/c2ccc([N+](=O)[O-])o2)c1
36. S=c1[nH]nc(-c2cc3c(s2)-c2ccccc2CC3)o1
entry no.	33	34	35	36
TSHR antagonist	-8	-25	1	-20
Integrin act MD	23%	0%	-609%[inhibitor]	-1%
MBNL1-CUG inh	7%	-4%	?	25%
TCR activator	-5%	1%	-3%	-4%
TSG101-PTAP inh	-4%	-2%	-3%	-12%
AT treatment	0%	1%	-3%	31%
CXXC DNA block	-4%	45%[activator]	-4%	3%
Mito fusion yeast	0%	-1%	2%	-31%[inhibitor]
S-ASM inh	-1%	0%	-5%	i
Menin MLL FP TR	-3%	.	?	?

# Some of the compounds tested, so the mix of outcomes need not match the whole.
